GPR55 activation – selective activators of receptor GPR55 – imaging, U2OS cells, beta-arrestin-GFP redistribution, primary screen (AID 1961); activation, % at 10 µM, or EC50 in µM where a hit was titrated; 290,000 tested, 0.048% active; U2OS GPR55 beta-arrestin-GFP redistribution imaging; higher % means a stronger effect;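 active = activation above 40% with more than 50 cells counted in the well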;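 note: U2OS osteosarcoma cells stably expressing GPR55 and beta-arrestin-GFP; plate controls were DMSO negative control for no effect and LPI positive control for full effect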
KOR beta-arrestin-1 – kappa opioid receptor activators – cell-based, luminescence, uHTS, primary screen (AID 1777); 280,000 tested, 0.02% active; KOR beta-arrestin recruitment, luminescence; higher % means a stronger effect; activation, % at 10 µM; hits with a dose series show EC50 in µM; in the data active = activation above about 50%, passing the limit was not always enough; note: a part of the inactive calls stands beside numbers as strong as those of hits
NOD1 inhibition – inhibition of NOD1-driven NF-kB reporter – cell-based, luminescence, uHTS, primary screen (AID 1578); one-dose inhibition, % at 4 µM; EC50 in µM for titrated hits; 290,000 tested, 1% active; NOD1-driven NF-kB luciferase reporter cells, luminescence; higher % means a stronger effect; in the data active = inhibition mostly above about 36%, no sharp cut-off; inactive = mostly below about 34%;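 note: HEK-293T reporter cells stimulated with the NOD1 agonist gamma-tri-DAP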
MgcRacGAP inhibition – MgcRacGAP GTPase-activating activity inhibitors, confirmation, biochemical, ADP Hunter fluorescence. MgcRacGAP-stimulated Rac1 GTP hydrolysis, ADP Hunter fluorescence; higher % means a stronger effect; GST-tagged Rac1 F28L mutant substrate. inhibition, % at 30 µM; hits with a dose series show IC50 in µM. 340,000 tested, 0.6% active;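 active = first-screen hits whose inhibition reached a set limit at any dose in the follow-up dose series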;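 note: fluorescence reports GDP produced by GAP-driven GTP hydrolysis; strong numbers were not always called active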
HIV fusion peptide – inhibitors of HIV fusion peptide binding, primary screen, biochemical, uHTS, fluorescence dequenching (AID 1986). cell-free peptide binding, fluorescence dequenching, 30 min; higher % means a stronger effect. 290,000 tested, 0.3% active. inhibition, % at 20 µM, or IC50 in µM where a hit was titrated; in the data active = inhibition mostly above about 52%, no sharp cut-off; inactive = mostly below about 76%; note: some results filed as inactive read as strong as hits
SV40 large T antigen – SV40 large T antigen inhibitors, biochemical (AID 1903); 310,000 tested, 0.39% active; SV40 large T antigen ATPase/helicase inhibition assay; higher % means a stronger effect; inhibition, % at 20 µM, or IC50 in µM where a hit was titrated; in the data active = a potency from the dose series; note: strong numbers were not always called active
GPR55 antagonists – GPR55 antagonists blocking LPI-driven arrestin recruitment, primary screen, imaging, U2OS, beta-arrestin-GFP, LPI agonist (AID 2013). one-dose inhibition, % at 10 µM; IC50 in µM for titrated hits. 290,000 tested, 0.13% active. U2OS GPR55 beta-arrestin-GFP translocation imaging, LPI antagonism; higher % means a stronger effect;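 active = spots per cell inhibited over 60%, with over 100 cells counted and total cytoplasm intensity under 500,000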;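 note: U2OS cells stably carrying GPR55 and arrestin-GFP stimulated by 5 µM LPI near EC80; imaged beta-arrestin-GFP aggregate spots per cell after agonist stimulation; plate controls were LPI-stimulated DMSO wells for no effect and DMSO wells without LPI for full effect; some results filed as inactive read as strong as hits; confirmed hits need IC50 under 10 µM and bright autofluorescent wells are also inconclusive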
KOR beta-arrestin-2 – KOR antagonists, beta-arrestin recruitment, cell-based, luminescence, uHTS (AID 1778); KOR beta-arrestin recruitment, luminescence, antagonist mode; higher % means a stronger effect; 290,000 tested, 0.091% active; inhibition, % at 10 µM, or IC50 in µM where a hit was titrated; note: strong numbers were not always called active
HEK293 NOD2/NF-kB – NOD2 signaling inhibitors, cell-based, luminescence, uHTS, HEK293 (AID 1566). inhibition, % at 4 µM, or EC50 in µM where a hit was titrated. 290,000 tested, 0.63% active. HEK293 NOD2/NF-kB luciferase reporter, luminescence; higher % means a stronger effect; note: many of its hits are not listed in these tables
The depositor's hits bear a star; / = not tested or not shown; [ ] = another dose, or the depositor's remark. Cut-off read from the data, not from the text of the source, unless noted: active = inhibition above about 50%; inactive = the rest. These rows are one share of the data; the hit share may differ from the screen's.

nr	Molecule	HIV fusion peptide	MgcRacGAP inhibition	GPR55 activation	KOR beta-arrestin-2	GPR55 antagonists
1	Clc1ccc(CN2CCN(c3ncnc4scc(-c5cccs5)c34)CC2)cc1	1.4%	8.8%	-0.1%	-50.5%	14.5%
2	CC[C@]12CCCN3CCc4c(n(c5ccccc45)C(=O)C1)C32 (some centres not stated)	-1.2%	/	-0.1%	16.3%	-8.1%
3	Cc1c(F)cccc1NS(=O)(=O)c1ccc2c(c1)c(C)cc(=O)n2C	-1.6%	/	0.0%	33.8%	-3.2%
4	CC(=O)c1cccc(NC(=O)COc2ccccc2C(=O)c2cc(C#N)c(=O)n(C3CCCCC3)c2)c1	0.2%	1.2%	0.2%	11.2%	-0.6%
5	CC(=O)N1N=C(c2cccs2)CC1c1ccc(C)o1 (configuration not stated)	-0.9%	15.9%	-0.1%	2.0%[20 µM]	10.4%
6	Cc1ccc(SCCCCN2CCNCC2)cc1	-0.5%	22.5%	-0.3%	-41.3%	-8.8%
7	CCOC(=O)c1ccc(N2C(=O)CC(N3CCC(Nc4ccc(F)cc4)CC3)C2=O)cc1 (configuration not stated)	-3.8%	12.8%	0.2%	/	-4.7%
8	CC1CCCN(c2nc3ccccc3nc2C(C#N)C(=O)OC2CCCCC2)C1 (configuration not stated)	-0.7%	/	0.2%	-9.7%	3.8%
9	COC(=O)c1cc2sc(Cl)cc2n1Cc1nc(-c2ccccc2)oc1C	6.1%	3.7%	-0.2%	-23.8%	14.5%
10	Cc1sc2ncnc(N)c2c1C	-1.0%	11.0%	-0.1%	9.6%	-5.4%

nr	HEK293 NOD2/NF-kB	KOR beta-arrestin-1	SV40 large T antigen	NOD1 inhibition
1	16.0%	-0.6%	7.6%	22.9%
2	3.4%	2.1%	7.6%	-15.2%
3	-37.5%	-2.2%	4.2%	-8.5%
4	0.5%	9.7%	0.9%	-10.5%
5	7.5%	3.3%	-3.5%	-26.5%
6	-4.9%	-0.8%	13.7%	-46.5%
7	0.7%	/	5.2%	9.6%
8	-2.5%	0.3%	14.4%	25.6%
9	9.0%	5.7%	3.0%	8.7%
10	-3.7%	2.6%	6.9%	18.8%

Compound profiles, as listed above. Values in the order: HIV fusion peptide	MgcRacGAP inhibition	GPR55 activation	KOR beta-arrestin-2	GPR55 antagonists	HEK293 NOD2/NF-kB	KOR beta-arrestin-1	SV40 large T antigen	NOD1 inhibition
Cc1c(F)cccc1NS(=O)(=O)c1ccc2c(c1)c(C)cc(=O)n2C across the screens: -1.6%	/	0.0%	33.8%	-3.2%	-37.5%	-2.2%	4.2%	-8.5%
Clc1ccc(CN2CCN(c3ncnc4scc(-c5cccs5)c34)CC2)cc1 across the screens: 1.4%	8.8%	-0.1%	-50.5%	14.5%	16.0%	-0.6%	7.6%	22.9%
CC(=O)c1cccc(NC(=O)COc2ccccc2C(=O)c2cc(C#N)c(=O)n(C3CCCCC3)c2)c1 across the screens: 0.2%	1.2%	0.2%	11.2%	-0.6%	0.5%	9.7%	0.9%	-10.5%

New compounds follow
nr	Molecule	HIV fusion peptide	MgcRacGAP inhibition	GPR55 activation	KOR beta-arrestin-2	GPR55 antagonists
11	CCC(=O)N(Cc1ccc(S(N)(=O)=O)cc1)C1CC(=O)N(c2ccccc2)C1=O (configuration not stated)	0.3%	1.9%	-0.1%	-29.9%	-9.2%
12	CC(C)(C)C(=O)N1CCN(c2ncnc3scc(-c4ccccc4)c23)CC1	1.0%	4.8%	-0.1%	33.4%	-5.4%
13	Cc1ccc2cc(CN(c3ccccc3)S(=O)(=O)c3ccccc3)c(=O)[nH]c2c1	-1.6%	10.9%	0.5%	25.2%	-4.9%
14	Cc1cc(C(=O)NCCc2ccc(Cl)cc2)c(C)o1	-0.4%	7.8%	0.7%	3.9%	-9.3%
15	O=C(O)c1cccc(-c2nc3ccccc3[nH]2)c1	1.3%	1.6%	0.4%	24.2%	5.8%
16	Cc1ccccc1N(CC(=O)N/N=C/c1ccc(Cl)cc1)C(=O)c1ccccc1	3.8%	0.6%	0.3%	-49.1%	0.7%
17	COc1cc([N+](=O)[O-])ccc1-c1ccc(/C=N/NC(=O)OC(C)(C)C)o1	7.8%	6.8%	0.3%	-12.9%	7.0%
18	CCN1C(=O)C(O)(C2COC(C)(C)CC2=O)c2cc(Br)ccc21 (configuration not stated)	-2.2%	5.4%	-0.2%	-15.4%	-19.9%
19	CC(C)[C@@H](C(=O)O)N(Cc1cccc(CN([C@H](C(=O)O)C(C)C)S(C)(=O)=O)c1)S(C)(=O)=O	-0.1%	6.1%	-0.1%	-20.9%[20 µM]	6.0%
20	Cc1cccc(NC(=O)c2ccco2)c1C	-0.2%	-4.4%	-0.1%	-83.6%[20 µM]	1.7%

nr	HEK293 NOD2/NF-kB	KOR beta-arrestin-1	SV40 large T antigen	NOD1 inhibition
11	16.5%	3.7%	8.4%	-13.3%
12	17.2%	-2.9%	6.1%	2.1%
13	-7.8%	4.8%	6.2%	-14.0%
14	-35.5%	5.4%	-1.8%	-56.2%
15	-16.0%	0.2%	15.2%	61.9%*
16	-7.5%	4.3%	9.2%	5.2%
17	19.2%	-3.9%	13.0%	1.5%
18	3.3%	0.4%	10.6%	-18.5%
19	-33.9%	-2.3%	13.6%	-26.0%
20	13.1%	-1.2%	10.1%	-21.1%

Reprinted at random: 2 entries already listed, in no set order.
nr	Molecule	HIV fusion peptide	MgcRacGAP inhibition	GPR55 activation	KOR beta-arrestin-2	GPR55 antagonists
20	Cc1cccc(NC(=O)c2ccco2)c1C	-0.2%	-4.4%	-0.1%	-83.6%[20 µM]	1.7%
18	CCN1C(=O)C(O)(C2COC(C)(C)CC2=O)c2cc(Br)ccc21 (configuration not stated)	-2.2%	5.4%	-0.2%	-15.4%	-19.9%

nr	HEK293 NOD2/NF-kB	KOR beta-arrestin-1	SV40 large T antigen	NOD1 inhibition
20	13.1%	-1.2%	10.1%	-21.1%
18	3.3%	0.4%	10.6%	-18.5%

Next entries follow.
nr	Molecule	HIV fusion peptide	MgcRacGAP inhibition	GPR55 activation	KOR beta-arrestin-2	GPR55 antagonists
21	O=[N+]([O-])c1cccc(-c2nnc(C3CC3)o2)c1	-1.0%	-8.0%	-0.2%	-27.5%	1.8%
22	Fc1ccc(-n2nnc(-c3cccnc3)n2)cc1	-1.1%	9.9%	-0.1%	8.7%	-1.9%
23	Cc1cc(C)nc(NC(=O)CSc2ccccn2)n1	0.2%	9.7%	-0.1%	-10.8%	12.5%
24	O=C1CC(Sc2ncccn2)C(=O)N1c1ccccc1 (configuration not stated)	-0.5%	2.9%	-0.1%	-15.8%	-12.3%
25	COc1ccccc1NC(=O)CC(=O)CSc1nnc(-c2ccc(C)cc2)n1-c1ccccc1	10.4%	-0.1%	-0.2%	20.5%	3.5%
26	CN1C(=O)NC(c2ccc(O)cc2)C2=C1CN(c1ccccc1)C2=O (configuration not stated)	1.1%	10.4%	-0.2%	-18.7%	-6.7%
27	O=C(Nc1ccc(Cl)cc1)N1CC=CCC1	-2.2%	5.4%	-0.1%	7.8%	-3.3%
28	C/C(=N/NC(=O)c1ccc(Cn2cccn2)o1)c1cccc(NC(=O)c2ccncc2)c1	-0.4%	1.1%	0.0%	-6.7%	8.3%
29	O=S(=O)(c1ccccc1F)N(Cc1ccco1)Cc1nnc(-c2ccccc2Br)o1	2.3%	-0.8%	0.5%	18.8%	12.5%
30	CC1=C(C(=O)Nc2ccccc2)C(c2ccco2)NC(=S)N1 (configuration not stated)	-1.8%	4.6%	0.0%	18.6%	/

nr	HEK293 NOD2/NF-kB	KOR beta-arrestin-1	SV40 large T antigen	NOD1 inhibition
21	-19.1%	2.3%	4.9%	-8.6%
22	-35.7%	-2.3%	16.0%	19.7%
23	-4.3%	2.7%	6.9%	-18.7%
24	-3.8%	-8.5%	2.9%	-5.2%
25	9.1%	17.7%	16.6%	-11.4%
26	15.4%	-0.2%	6.8%	-8.5%
27	-28.8%	0.5%	-3.4%	-26.3%
28	17.2%	-0.5%	/	-14.5%
29	3.7%	13.9%	7.2%	2.4%
30	17.9%	0.2%	11.2%	9.7%

Following part.
nr	Molecule	HIV fusion peptide	MgcRacGAP inhibition	GPR55 activation	KOR beta-arrestin-2	GPR55 antagonists
31	O=C(NC(Cc1c[nH]c2ccccc12)C(=O)O)c1ccc2c(c1)OCO2 (configuration not stated)	0.0%	6.8%	0.0%	-15.0%	1.7%
32	COC(=O)c1ccc(CSc2n[nH]c(C)n2)o1	2.2%	8.8%	0.1%	/	4.6%
33	COc1cccc(NC(=O)COC(=O)CCS(=O)(=O)c2ccc(C)cc2)c1	0.0%	-3.1%	0.6%	-13.1%	0.5%
34	COc1ccc(C2C(C(=O)N3CCCCC3)c3ccccc3C(=O)N2C)cc1 (configuration not stated)	1.0%	6.4%	-0.1%	-8.3%	4.4%
35	O=C(CCSc1nnc(-c2ccncc2)o1)Nc1ccc(Cl)cc1	0.8%	3.1%	-0.2%	4.2%	-14.4%
36	CCOC(=O)CN1Cc2cccc(C(=O)O)c2C1=O	-0.8%	13.8%	-0.1%	-3.5%	0.2%
37	CN(C)S(=O)(=O)c1ccc(NC=C(C#N)C#N)cc1	2.8%	11.1%	-1.9%	10.5%	7.8%
38	O=C(COc1ccc(S(=O)(=O)N2CCCCC2)cc1)N1CCCC1	-0.3%	2.8%	-0.1%	13.5%	4.4%
39	CS(=O)(=O)N(CC(=O)Nc1ccccc1C(=O)N1CCCC1)c1cccc([N+](=O)[O-])c1	0.3%	6.7%	0.2%	-5.8%[20 µM]	10.5%
40	O=C(Nc1cc(Cl)ccc1Oc1ccccc1)c1ccccc1F	-0.9%	6.5%	-0.1%	13.4%	3.3%

nr	HEK293 NOD2/NF-kB	KOR beta-arrestin-1	SV40 large T antigen	NOD1 inhibition
31	2.7%	0.1%	9.8%	-2.7%
32	6.0%	-1.2%	10.2%	-7.5%
33	7.1%	0.2%	-10.5%	0.5%
34	-1.9%	1.2%	1.2%	-12.6%
35	3.4%	3.6%	-1.5%	-14.6%
36	-0.1%	-1.9%	4.7%	-15.0%
37	8.6%	4.2%	13.4%	2.1%
38	7.4%	-5.5%	-9.1%	2.9%
39	14.7%	-3.3%	4.2%	-19.4%
40	13.8%	-3.4%	3.7%	23.6%

(next part)
nr	Molecule	HIV fusion peptide	MgcRacGAP inhibition	GPR55 activation	KOR beta-arrestin-2	GPR55 antagonists
41	CCN1CCC(NC(=O)Nc2ccc(F)cc2)CC1	1.2%	3.4%	0.0%	-40.8%	3.5%
42	COc1cc(C(C)=O)ccc1Oc1ncnc2c1cnn2-c1ccc(F)cc1	-0.5%	4.2%	0.0%	22.9%	5.0%
43	CCOC(=O)C(C)C1(O)c2ccccc2-c2ncccc21 (configuration not stated)	-1.2%	3.2%	0.0%	-26.6%	5.4%
44	CCN(CCCNC(=O)C1CCC(=O)N1Cc1ccccc1Cl)c1cccc(C)c1 (configuration not stated)	0.6%	18.6%	0.5%	-6.6%	14.0%

nr	HEK293 NOD2/NF-kB	KOR beta-arrestin-1	SV40 large T antigen	NOD1 inhibition
41	-9.9%	0.2%	-3.7%	-40.6%
42	19.5%	7.1%	4.8%	-8.2%
43	-6.4%	1.1%	1.3%	-6.9%
44	2.6%	-6.6%	5.9%	8.1%
